Screens deposited in PubChem BioAssay by several laboratories.
MT1-MMP act inh – blocks activation of human MT1-MMP; GFP/RFP ratio change, % at 20 µM; actives 0.061% (n = 360,000); P50281; AID 651647; HT1080 RFP-PRO-GFP cells, GFP/RFP ratio fluorescence, overnight; percent of plate control window, DMSO zero;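 active means GFP/RFP ratio change of at least 30% with cell ATP level not reduced by more than half and red fluorescence within 50% of control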; further: strong numbers were not always called active
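system = RFP-PRO-GFP reporter HT1080 cells | dosing = 20 µM single dose, 1% DMSO | timing = overnight cell settling, then overnight compound exposure, 37 °C, 5% CO2 | read-out basis = GFP/RFP fluorescence ratio | controls = DMSO and RFP-L50D-GFP cell wells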
Neddyl block – inhibitors of human cullin neddylation; TR-FRET cullin neddylation, biochemical; calls only at 25 µM; actives 0.58% (n = 360,000); P61081+Q13564; in the data active means inhibition above about 36%
Rin1-Abl PPI inh – human Rin1-Abl interaction inhibition; P00519+Q13671; TR-FRET Rin1/Abl binding, biochemical; inhibition, % at 7.35 µM; actives 0.4% (n = 360,000); AID 588664; in the data active means inhibition above about 5%, passing the limit was not always enough
bovine MsrA act – activates bovine MsrA enzyme; activation, % at 10.6 µM; actives 0.3% (n = 360,000); purified bovine MsrA, absorbance read-out; AID 602163; in the data active means activation above about 7.5%;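 further: 0% = vehicle and 100% = reference activator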
CendR NRP1 mod – NRP-1/CendR interaction modulation | O14786 | inhibition, % at 25 µM | AID 602438 | FAM-RPARPAR peptide binding to NRP-1, fluorescence polarization | actives 0.85% (n = 360,000);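 active means inhibition or corrected inhibition above about 18%, plus a signal ratio from 0.5 to 1.5, limit read from the data, passing the limit was not always enough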; further: strong numbers were not always called active
MLLE-PAM2 inh – blocks PAM2 peptide binding to the PABP1 MLLE domain; GST-MLLE / FITC-PAM2 fluorescence polarization; P11940; actives 0.36% (n = 360,000); inhibition, % at 20 µM; in the data active means inhibition above about 35%, passing the limit was not always enough;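 further: plate controls were DMSO wells with GST-MLLE for no effect and wells lacking GST-MLLE protein for full effect; some results filed as inactive read as strong as hits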
Target sequence (P11940 whole entry, looked up, the tested form may be a part): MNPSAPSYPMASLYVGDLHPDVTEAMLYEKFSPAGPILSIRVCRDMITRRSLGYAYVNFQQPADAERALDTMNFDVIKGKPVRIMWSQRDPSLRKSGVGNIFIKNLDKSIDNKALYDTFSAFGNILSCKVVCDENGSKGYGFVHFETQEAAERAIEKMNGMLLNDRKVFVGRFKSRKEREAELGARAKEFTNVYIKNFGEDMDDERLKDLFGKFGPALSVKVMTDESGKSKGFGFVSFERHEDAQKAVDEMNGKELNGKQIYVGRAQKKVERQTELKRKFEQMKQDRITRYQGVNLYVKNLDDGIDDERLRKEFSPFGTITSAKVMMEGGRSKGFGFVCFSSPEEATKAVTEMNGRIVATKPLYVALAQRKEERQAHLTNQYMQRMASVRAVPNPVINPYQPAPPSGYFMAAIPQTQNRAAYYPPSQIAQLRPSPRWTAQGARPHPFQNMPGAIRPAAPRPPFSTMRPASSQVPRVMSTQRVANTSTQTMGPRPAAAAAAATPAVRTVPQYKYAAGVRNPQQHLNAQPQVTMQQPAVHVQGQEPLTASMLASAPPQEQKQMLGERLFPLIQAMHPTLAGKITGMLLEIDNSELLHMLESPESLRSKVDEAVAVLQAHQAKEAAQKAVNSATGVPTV
E coli Lon inh – inhibitors of E. coli Lon protease; P0A9M0; purified E. coli Lon protease, fluorescence polarization; inhibition, % at 7.94 µM; actives 0.42% (n = 360,000); in the data active means inhibition above about 13%, passing the limit was not always enough;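 further: 0% = enzyme with probe and DMSO and 100% = no enzyme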
FAS-TE inh – FAS thioesterase (human) inhibition. P49327. recombinant FAS-TE, OMFH fluorogenic substrate, fluorescence endpoint. inhibition, % at 15 µM. actives 0.67% (n = 360,000). AID 602261;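 active means compounds whose normalised, plate-corrected inhibition of enzyme fluorescence in the single-dose primary screen is 50% or more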;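 further: 0% = DMSO with enzyme and 100% = substrate without enzyme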
SKN-1 inh – C. elegans SKN-1 inhibition; C. elegans VP596 Pgst-4::GFP/RFP ratio, acrylamide-induced, 24 h; inhibition, % at 21.8 µM; actives 0.49% (n = 360,000); AID 624304;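 active means interference check ratio from 0.5 to 1.5 plus GFP to RFP signal ratio inhibition reaching or exceeding a fixed threshold, cut at about 30% in these data, passing the limit was not always enough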; further: some compounds called inactive have numbers as strong as hits
The depositor's hits bear a star; i = inactive; . = not tested or not shown.

item	molecule	Rin1-Abl PPI inh	MLLE-PAM2 inh	MT1-MMP act inh	FAS-TE inh	bovine MsrA act	CendR NRP1 mod	E coli Lon inh	SKN-1 inh	Neddyl block
1	COCCCNC(=O)CN(c1ccc(F)cc1)S(=O)(=O)c1ccc2c(c1)OCCO2	2	7	4	-6	0	4	2	5	i
2	O=C(NCc1ccc2c(c1)OCO2)c1cc2c(s1)CSC2	-2	-7	16	10	-3	-23	-6	1	i
3	COc1ccccc1C(=O)NC(CCSC)C(=O)NNC(=O)c1csc(N2CCOCC2)n1 (centres undefined)	-3	4	0	-6	-1	-8	-3	12	i
4	CCOC(=O)Cn1nc(-c2ccccc2)c2cnc3ccc(CC)cc3c21	1	5	3	20	-2	3	0	4	i
5	O=[N+]([O-])c1cc(C(F)(F)F)ccc1N1CCC(O)CC1	0	0	0	2	-4	10	-5	-2	i
6	Cn1c(=O)c2c(nc(OC/C=C/c3ccccc3)n2C)n(C)c1=O	-2	-16	4	-3	-2	-3	-4	8	i
7	CCCCOc1ccc(C(=O)NNC(=S)NC(=O)CC)cc1	-5	-30	0	-6	-1	-12	4	-3	i
8	COCCn1c(=O)c2ccccc2c2ccccc2c1=O	0	9	-2	-5	-8	2	-8	-8	i
9	CN(C)c1ccc(-c2ccnc3c2CC(C)(C(=O)Nc2ccc4c(c2)OCO4)O3)cc1 (centres undefined)	-4	18	.	0	-1	-14	9	-2	.
10	Cc1ccc(C)c(NS(=O)(=O)c2csc(C(N)=O)c2)c1	0	5	5	-2	-1	-10	-2	-1	i
11	Cc1cccc(NS(=O)(=O)c2c(C)noc2C)c1	1	4	1	-1	-3	0	-1	9	i
12	Cc1ccc(OCCC(=O)Nc2ccc(S(=O)(=O)Nc3nccs3)cc2)cc1	2	5	2	0	-11	-6	-2	-12	i
13	CC1CCN(C(=O)c2nc[nH]c2C(=O)N2CCC(C)CC2)CC1	1	4	0	-8	-2	36*	3	18	i
14	COc1cc2c(cc1OC)CN(CCC(C)c1ccc(Cl)cc1)CC2 (centres undefined)	7	5	-11	2	0	17	-6	7	i
15	O=C(CN1C(=O)c2ccccc2C1=O)N1CCN=C1c1ccccc1	-1	6	6	-21	-1	1	3	-11	i
16	Cc1cc(=O)n2nc(N3CCCC3C(=O)Nc3ccc(C(C)C)cc3)sc2n1 (centres undefined)	0	-22	5	-1	0	-13	3	-8	i
17	COC(=O)C(NC(=O)C(C)Oc1ccccc1)C(C)C (centres undefined)	-2	1	4	-3	-2	-2	9	4	i
18	COc1ccc(C2CC(=O)c3sc(NC(C)=O)nc3C2)cc1 (centres undefined)	-3	14	-4	13	-3	-10	-10	7	i
19	COc1ccc(NC(=O)/C=C/c2cc(Br)ccc2OC)cc1	-1	-1	1	32	-7	-10	4	18	i
20	CN(C(=O)CN1C(=O)c2cc(Cl)c(Cl)cc2C1=O)C1CCS(=O)(=O)C1 (centres undefined)	0	-15	3	-2	-2	-3	1	0	i
21	O=C(Cn1c(=O)n(Cc2ccco2)c(=O)c2ccccc21)NCC1CCCO1 (centres undefined)	4	3	5	-8	-2	5	-6	23	i
22	CN1CCN(C(=S)Nc2ccc(Cl)c(Cl)c2)CC1	1	-82	4	-3	-2	7	-9	-3	i
23	Cc1cccc(C)c1-n1nnnc1C(CCc1ccccc1)N1CCN(C/C=C/c2ccccc2)CC1 (centres undefined)	-1	-7	-8	19	-3	16	2	0	i
24	COc1ccc(Cl)cc1NC(=O)c1sc2nc(C)nc(N3CCOCC3)c2c1C	3	4	2	0	-5	-3	1	10	i
25	CCN1C[C@@H]2[C@@H]3C(=O)N(C)C(=O)[C@@H]3[C@](Cc3ccccc3)(C1=O)N2C(=O)c1ccc(F)cc1	3	-10	0	-10	-2	8	-6	-20	i
26	COc1cccc(NC(=O)CCc2nnc3ccc(N4CCC(C)CC4)nn23)c1	-3	2	-1	6	0	-5	-10	-6	i
27	CCOC(=O)c1[nH]c2ccc(OC)cc2c1NC(=O)c1cccc(OC)c1	-3	0	6	1	-12	5	1	-1	i
28	CN(CC1CCCO1)S(=O)(=O)c1ccc(C(=O)Nc2ccc(S(N)(=O)=O)cc2)cc1 (centres undefined)	4	-6	-1	-4	0	3	-2	-7	i
29	O=C(COC(=O)/C=C/c1ccc([N+](=O)[O-])cc1)NCC1CCCCC1	-1	6	-3	11	-6	4	-5	3	i
30	CCOC(=O)N1CCC(NC(=O)c2ccccc2C(=O)O)CC1	-1	-6	3	-10	-2	-6	1	-6	i
31	COc1ccc(CCn2ccc(O)c(Cc3c(F)cccc3Cl)c2=O)cc1OC	0	14	0	-6	-1	-4	-10	2	i
32	COc1ccc(OC)c(NC=C2C(=O)OC(C)(C)OC2=O)c1	0	-8	-7	-8	3	4	-11	7	i
33	COc1ccc(OCCNS(=O)(=O)Cc2ccccc2)cc1	1	-10	3	-11	2	14	-4	15	i
34	O=C(CCCc1nc(-c2ccccc2)no1)NCc1cccnc1	1	-10	3	-8	-1	-4	1	8	i
35	CC(Sc1nnc(C2CC2)n1C1CC1)C(=O)c1ccc(F)cc1 (centres undefined)	-1	7	-3	-7	-3	3	-2	1	i
36	Cc1noc(C)c1C(=O)Nc1nccs1	-2	-4	-5	-4	-3	3	-5	-10	i
37	O=C(COC(=O)c1cc([N+](=O)[O-])ccc1NCCO)c1ccccc1	-7	-5	9	59*	-4	-1	2	3	i
38	O=C1NC(Cc2ccc(O)cc2)c2nc3ccc(F)cc3c(=O)n2-c2cc3ccccc3cc21 (centres undefined)	2	-1	-18	18	-2	-15	-4	2	i
39	COc1ccc(CNCCS(=O)(=O)NCc2ccc(OC)cc2)cc1	-3	-2	3	-5	-1	1	-2	12	i
40	CCOCCCN1C(=O)CN(C2CCC(C)CC2)C(=O)C1c1ccc(C)cc1 (centres undefined)	-4	8	-1	0	-2	-11	7	-8	i

An excerpt from above, reduced to E coli Lon inh and SKN-1 inh:
no. | Compound | E coli Lon inh | SKN-1 inh
24 | COc1ccc(Cl)cc1NC(=O)c1sc2nc(C)nc(N3CCOCC3)c2c1C | 1 | 10
25 | CCN1C[C@@H]2[C@@H]3C(=O)N(C)C(=O)[C@@H]3[C@](Cc3ccccc3)(C1=O)N2C(=O)c1ccc(F)cc1 | -6 | -20

Following part:
item	molecule	Rin1-Abl PPI inh	MLLE-PAM2 inh	MT1-MMP act inh	FAS-TE inh	bovine MsrA act	CendR NRP1 mod	E coli Lon inh	SKN-1 inh	Neddyl block
41	CC(C)OCCCNC(=O)Cn1nc(-c2ccccc2)ccc1=O	2	11	2	-3	-1	2	2	12	i
42	CCc1ccc(-c2cc(C)no2)cc1S(=O)(=O)N1CCN(c2ccc(F)cc2)CC1	-2	2	3	34	-11	-11	9	6	i
43	COc1ccc(/C=C2/C(=O)N(Cc3ccccc3)N=C2C)cc1	0	12	12	-2	3	3	3	-6	i
44	CCOCCc1nnc(NC(=O)CCc2ccccc2)s1	1	-7	.	-4	-12	4	-9	2	i
45	CS(=O)(=O)N(CC(=O)Nc1ccc(CC#N)cc1)c1ccc(C23CC4CC(CC(C4)C2)C3)cc1	0	-6	-14	41	1	-7	-9	11	i
46	O=C(Nc1nnc(C23CC4CC(CC(C4)C2)C3)s1)c1ccc(N2C(=O)CCC2=O)cc1	-3	1	3	2	-5	-6	-10	-2	i
47	Cc1cnc2c(N)cc(C)c(C)c2c1	-6	10	0	-2	0	8	-4	1	i
48	Cc1c(NC(=O)C2CCN(S(=O)(=O)c3cccs3)CC2)c(=O)n(-c2ccccc2)n1C	-1	-2	1	-4	-3	-6	-5	8	i
49	C=CCSc1nnc(NC(=O)c2ccc(S(=O)(=O)NCC3CCCO3)cc2)s1 (centres undefined)	0	11	5	-7	-4	-2	-9	17	i
50	CCc1nc2ccc(C(=O)N3CCN(C(=O)c4ccco4)CC3)cn2c1N(C)Cc1nccn1C	3	1	1	-7	-2	-3	3	13	i
51	Cc1cc(C(=O)COc2ccccc2C(N)=O)c(C)n1C1CC1	-1	6	1	-3	-4	-1	-10	2	i
52	CCOC(=O)N1CCC(NS(=O)(=O)c2ccc(C#N)cc2)CC1	2	12	0	-1	-4	-8	-2	16	i
53	Cn1ncc(N=Cc2ccccc2[N+](=O)[O-])c1C(N)=O	-6	-80	1	-5	-2	-3	-5	-1	i
54	CCCSc1nnc(-c2ccccc2N)c(=O)[nH]1	-6	1	5	-4	-3	-4	-8	-1	i
55	COc1cc(S(=O)(=O)Nc2ccc3cn[nH]c3c2)ccc1Cl	3	-4	2	-6	-6	-34	-6	5	i
56	CCN(CC(=O)Nc1c(F)cccc1F)C(=O)c1cccc(-n2cccc2)c1	5	-5	-2	2	-6	-5	-3	-17	i
57	CCOC(=O)c1c(NC(=O)COC)sc2c1CCCC2	6	-5	-1	8	0	-1	-8	1	i
58	Cc1c(NC(=O)c2ccc(Cl)s2)c(=O)n(-c2ccccc2)n1C	6.2*	-4	-5	-7	-3	6	11	-8	i
59	O=C(CSc1nc2[nH]ncc2c(=O)[nH]1)Nc1ccc(Cl)cc1	5	-6	0	-12	-1	0	-10	13	i
60	Cc1ccc2nc(CSc3nc(C)nc4c3oc3ccccc34)[nH]c2c1	-4	-4	-5	-4	-1	5	-6	-7	i
61	COc1cccc(OC)c1C(=O)N1CCN(c2c(Cc3ccccc3)c(C)nc3ncnn23)CC1	-2	-4	6	-4	-1	-3	12	8	i
62	CCOc1ccc(NC(=O)CN(c2cc(C)cc(C)c2)S(=O)(=O)c2c(C)noc2C)cc1	4	5	-7	23	-7	2	-5	-11	i
63	CCOC(=O)c1cnc2ccccc2c1Nc1cc(C(=O)O)ccc1C	2	12	-1	-2	-3	7	1	-11	i
64	O=C1CC(c2ccc(Cl)cc2)Oc2ccc(Cl)cc21 (centres undefined)	2	-3	3	27	1	3	-11	23	i
65	O=c1ccnc(SCn2nnc3ccccc3c2=O)[nH]1	-5	37	1	-6	0	-6	4	-10	i
66	CC(C)Cn1c(N)c(C(=O)COC(=O)C2Cc3ccccc3CN2S(C)(=O)=O)c(=O)n(C)c1=O (centres undefined)	2	-4	-2	6	-1	-10	8	-6	i
67	CN(c1ccccc1)c1nc(N)c([N+](=O)[O-])c(N2CCCCC2)n1	-1	-5	-3	22	-4	-1	-1	1	i

Compounds as they come; any-hit rate near 4%.
